Source: PubChem
NCI-60 one-dose screen, 48 h, at 10 µM unless noted. Numbers give growth in % (100 = growth as untreated, 0 = no growth, -100 = all killed).
OVCAR-3 = OVCAR-3 ovarian cancer | hit rate 7% among 79,000
A498 = A498 renal cancer cells; AID 1794774; hit rate 5.4% among 76,000
OVCAR-5 = OVCAR-5 ovarian cancer. hit rate 2.9% among 82,000. AID 1794783
ACHN = ACHN renal cancer | hit rate 4.9% among 81,000
RXF 393 = RXF 393 renal cancer cells. hit rate 6.9% among 77,000. AID 1794773
OVCAR-4 = OVCAR-4 ovarian cancer cells; hit rate 3.7% among 80,000; AID 1794784
OVCAR-8 = OVCAR-8 ovarian cancer | hit rate 4.4% among 81,000
CAKI-1 = CAKI-1 renal cancer. hit rate 4.7% among 75,000
Starred values were filed as active, the others as inactive; & = joins results of further samples. How the source made its calls: active means growth percent below 10; inactive means the rest.

What do the screens show for `O=C(CSc1ccc(Cl)cc1)Nc1ccccc1`?
OVCAR-3: 104.8&114.0; A498: 94.4; OVCAR-5: 97.6&103.0; ACHN: 97.2&101.3; RXF 393: 114.0&89.6; OVCAR-4: 105.0; OVCAR-8: 95.4&100.5; CAKI-1: 94.3&89.1

How did COc1ccc(/C=C(\C#N)c2cc(OC)c(OC)c(OC)c2)cc1 do in these assays?
OVCAR-3: -25.1*; A498: 7.1*; OVCAR-5: 38.6; ACHN: 24.7; RXF 393: 48.7; OVCAR-4: 35.4; OVCAR-8: 15.6; CAKI-1: 41.4

How did Cc1ccc[n+](CC(=O)c2cccc3ccccc23)c1 do in these assays?
OVCAR-3: 98.6; A498: 90.0; OVCAR-5: 98.6; ACHN: 102.7; RXF 393: 104.5; OVCAR-4: 102.6; OVCAR-8: 114.0; CAKI-1: 100.1

Results for CN(C)c1ccc(/C=C2/C=C(c3ccc4c(c3)CCCC4)OC2=O)cc1 ?
OVCAR-3: 98.9; A498: 133.8; OVCAR-5: 97.0; ACHN: 98.5; RXF 393: 95.1; OVCAR-4: 97.3; OVCAR-8: 113.2; CAKI-1: 98.8

How did CC(=O)[C@H]1CC[C@H]2[C@@H]3CC=C4c5sc(N)nc5CC[C@]4(C)[C@H]3CC[C@]12C do in these assays?
OVCAR-3: 84.7; A498: 50.4; OVCAR-5: 87.0; ACHN: 87.2; OVCAR-4: 81.1; OVCAR-8: 90.1; CAKI-1: 61.0

How did N#Cc1ccc(CN(Nc2ccccc2)c2ccccc2)cc1 do in these assays?
OVCAR-3: 95.0; A498: 92.4; OVCAR-5: 103.5; ACHN: 90.0; RXF 393: 96.7; OVCAR-4: 66.3; OVCAR-8: 97.1; CAKI-1: 75.6

Results for COc1cccc(-c2nc3sccn3c2-c2ccnc(NCCNC(=O)c3ccccc3O)n2)c1 ?
OVCAR-3: 75.0; A498: 89.7; OVCAR-5: 112.1; ACHN: 62.0; RXF 393: 78.9; OVCAR-4: 115.8; OVCAR-8: 55.2; CAKI-1: 68.8

Results for Cc1ccc(-c2nnc(SCc3ccc(O)c4ncccc34)n2-c2ccccc2)cc1 ?
OVCAR-3: 16.2; A498: 26.0; OVCAR-5: 37.5; ACHN: 8.5*; RXF 393: -0.6*; OVCAR-4: 13.8; CAKI-1: 9.6*

Results for CC1/C=C/C=C/C=C/C=C/C=C/C=C/C=C/C(O[C@@H]2O[C@H](C)[C@H](O)[C@@H](O)[C@@H]2N)CC(O)C(C(=O)O)C(O)CC(=O)CC(O)CC(O)CC(O)CC(=O)CCCC(=O)CC(=O)OC1C(C)CC(C)C(O)CC(=O)c1ccc(N)cc1 (stereo partly drawn) ?
OVCAR-3: -99.7*; A498: -98.4*; OVCAR-5: -98.9*; ACHN: -99.7*; RXF 393: -90.9*; OVCAR-4: -96.1*; OVCAR-8: -97.5*; CAKI-1: -98.2*

Results for C=C1CC[C@@H]2[C@](C)(COC(C)=O)[C@H](OC(C)=O)CC[C@@]2(C)[C@@H]1C/C=C1/C(=O)OC[C@H]1OC(C)=O ?
OVCAR-3: -21.3*; A498: 90.6; OVCAR-5: 53.7; ACHN: 19.5; RXF 393: -7.3*; OVCAR-4: 66.5; OVCAR-8: 27.1; CAKI-1: 81.5

How did Nc1nc(N)c2c(n1)NC(c1ccc(C(F)(F)F)cc1)CC(c1ccc(Nc3nc(NCCO)nc(Nc4ccc(Cl)cc4)n3)cc1)=N2 (stereo not drawn) do in these assays?
OVCAR-3: -20.9*; OVCAR-5: -88.7*; ACHN: -90.2*; RXF 393: -78.8*; OVCAR-4: -9.4*; OVCAR-8: -26.1*; CAKI-1: -88.1*

How did COc1ccc(N=Nc2ccc(O)cc2)cc1 do in these assays?
OVCAR-3: 87.0; OVCAR-5: 115.6; ACHN: 50.6; RXF 393: 83.1; OVCAR-4: 89.4; OVCAR-8: 80.7; CAKI-1: 94.4

Results for C/C(=C(/C)C1CC1CCN(C(=O)c1ccc([N+](=O)[O-])cc1)S(=O)(=O)c1ccc(C)cc1)C1CCCC1 (stereo not drawn) ?
OVCAR-3: 101.8; A498: 97.2; OVCAR-5: 104.0; ACHN: 99.0; RXF 393: 113.6; OVCAR-4: 87.0; OVCAR-8: 99.4; CAKI-1: 74.6

How did c1ccc2c([C@H]3CC[C@H](c4c[nH]c5ccccc45)c4[nH]c5ccccc5c43)c[nH]c2c1 do in these assays?
OVCAR-3: 67.6; OVCAR-5: 95.6; ACHN: 66.4; RXF 393: 97.9; OVCAR-4: 61.6; OVCAR-8: 87.3; CAKI-1: 58.2

How did COc1ccc(C(=O)CCl)c(O)c1OC do in these assays?
OVCAR-3: 107.3; A498: 105.8; OVCAR-5: 98.4; ACHN: 100.3; RXF 393: 94.5; OVCAR-4: 93.2; OVCAR-8: 102.4; CAKI-1: 84.2

How did CCOC(=O)c1cnn2c1NC=C(C(=O)c1ccccc1O)C2C(C)C (stereo not drawn) do in these assays?
OVCAR-3: 102.1; A498: 117.5; OVCAR-5: 99.0; ACHN: 97.2; RXF 393: 90.1; OVCAR-4: 85.9; OVCAR-8: 103.5

Results for CCOC(=O)C1=C(C)NC(=O)NC1c1ccc(OCc2cn(-c3ccc(S(N)(=O)=O)cc3)nn2)cc1 (stereo not drawn) ?
OVCAR-3: 103.4; A498: 99.3; OVCAR-5: 105.6; ACHN: 109.2; RXF 393: 111.0; OVCAR-4: 112.9; OVCAR-8: 108.0; CAKI-1: 96.9

What do the screens show for `NS(=O)(=O)c1cccc(N2C(=O)c3nccnc3C2=O)c1`?
OVCAR-3: 104.5; A498: 86.4; OVCAR-5: 100.6; ACHN: 104.1; RXF 393: 101.6; OVCAR-4: 108.5; OVCAR-8: 111.3; CAKI-1: 100.5

What do the screens show for `Cc1c(NC(=O)CCCn2c(O)c(/C=C3\C=Nc4ccccc43)sc2=S)c(=O)n(-c2ccccc2)n1C`?
OVCAR-3: 91.5; A498: 54.1; OVCAR-5: 111.4; ACHN: 90.0; RXF 393: 104.0; OVCAR-4: 92.8; OVCAR-8: 91.0; CAKI-1: 74.6

How did COc1ccc(C(=O)C(CN(C)C)CN(C)C)cc1 do in these assays?
OVCAR-3: -85.0*; A498: 99.0; OVCAR-5: 116.5; ACHN: -85.5*; RXF 393: 63.9; OVCAR-4: -93.8*; OVCAR-8: 41.1; CAKI-1: -84.8*

What do the screens show for `CC(=O)CSc1nc2nccnc2[nH]1`?
OVCAR-3: 119.3; A498: 85.1; OVCAR-5: 104.7; ACHN: 103.5; RXF 393: 109.7; OVCAR-4: 102.9; OVCAR-8: 102.0; CAKI-1: 96.8

Results for Cc1cc2c(C(C)C)c(O)c(O)c(C=NCCCCC(=O)O)c2c(O)c1-c1c(C)cc2c(C(C)C)c(O)c(O)c(C=NCCCCC(=O)O)c2c1O ?
OVCAR-3: 45.4; A498: 56.3; OVCAR-5: 70.9; ACHN: 62.0; RXF 393: 57.0; OVCAR-4: 44.2; OVCAR-8: 46.1; CAKI-1: 73.1

How did O=C(Nc1cccc(Br)c1)Oc1cccc2cccnc12 do in these assays?
OVCAR-3: 118.5; A498: 97.5; OVCAR-5: 107.6; ACHN: 103.1; RXF 393: 106.0; OVCAR-4: 80.7; OVCAR-8: 101.8; CAKI-1: 94.4

What do the screens show for `CC1(C)C(=O)/C(=C\c2ccccc2[N+](=O)[O-])C[C@]2(C)[C@H]3CC[C@@H]4[C@@H](C(=O)/C=C/c5ccccc5[N+](=O)[O-])CC[C@@]4(C)[C@]3(C)CC[C@@H]12`?
OVCAR-3: 80.5; A498: 98.3; OVCAR-5: 115.6; ACHN: 92.5; RXF 393: 85.2; OVCAR-4: 87.1; OVCAR-8: 66.5; CAKI-1: 61.1

What do the screens show for `CN(CC(=O)NNC(=O)c1cncn1-c1ccc(F)cc1)S(=O)(=O)c1ccc(Cl)cc1`?
OVCAR-3: 112.4; A498: 78.3; OVCAR-5: 98.8; ACHN: 94.3; OVCAR-4: 102.1; OVCAR-8: 109.3; CAKI-1: 85.1

Results for O=C(/C=C/c1ccccc1)c1ccc(-n2cc(CN3CCN(c4cc5c(cc4F)c(=O)c(C(=O)O)cn5C4CC4)CC3)nn2)cc1 ?
OVCAR-3: 91.5; A498: 52.2; OVCAR-5: 92.2; ACHN: 93.5; RXF 393: 58.3; OVCAR-4: 89.7; OVCAR-8: 62.0; CAKI-1: 61.4

What do the screens show for `CN(c1cccnc1)c1ncnc2[nH]ncc12`?
OVCAR-3: 128.6; A498: 102.2; OVCAR-5: 103.0; ACHN: 102.7; RXF 393: 105.0; OVCAR-4: 102.1; OVCAR-8: 102.2; CAKI-1: 105.3

What do the screens show for `Cc1nn(-c2ccccc2)c(Cl)c1/C=C1\N=C(c2ccccc2)N(C(=O)c2cc([N+](=O)[O-])cc([N+](=O)[O-])c2)NC1=O`?
OVCAR-3: 100.6; A498: 77.8; OVCAR-5: 75.2; ACHN: 98.5; RXF 393: 92.0; OVCAR-4: 105.6; OVCAR-8: 89.2; CAKI-1: 80.5

What do the screens show for `CC(=O)OC(C1CC1C(=O)C1CO1)[C@H](Cc1ccccc1)NC(=O)OCc1ccccc1` (stereo partly drawn)?
OVCAR-3: 107.0; A498: 97.6; OVCAR-5: 101.6; ACHN: 99.5; RXF 393: 98.1; OVCAR-4: 104.2; OVCAR-8: 98.7; CAKI-1: 94.1

How did CC(CCCCCCCCC(=O)O)c1ccccc1 (stereo not drawn) do in these assays?
OVCAR-3: 101.7; A498: 116.2; OVCAR-5: 110.1; ACHN: 105.0; RXF 393: 117.9; OVCAR-4: 104.8; OVCAR-8: 107.2; CAKI-1: 111.2

How did CS(=O)(=O)c1cccc(-c2c(-c3cccc(OS(N)(=O)=O)c3)nc3sccn23)c1 do in these assays?
OVCAR-3: 106.5; A498: 100.3; OVCAR-5: 99.8; ACHN: 99.2; RXF 393: 106.6; OVCAR-4: 100.8; OVCAR-8: 95.2; CAKI-1: 81.2

How did Clc1ccc(Cn2c(-c3cccs3)nc3ccccc32)c(Cl)c1 do in these assays?
OVCAR-3: 102.0; A498: 84.1; OVCAR-5: 92.5; ACHN: 84.1; RXF 393: 99.6; OVCAR-4: 81.1; OVCAR-8: 92.3; CAKI-1: 78.7

What do the screens show for `O=C(CCC(=O)c1ccccc1)O/N=C(\Cn1ccnc1)c1ccc(Cl)cc1`?
OVCAR-3: 104.6; A498: 86.7; OVCAR-5: 104.4; ACHN: 106.5; RXF 393: 113.6; OVCAR-4: 105.4; OVCAR-8: 91.4; CAKI-1: 103.6

What do the screens show for `Nc1nn2c(-c3ccc([N+](=O)[O-])cc3)ccnc2c1N=Nc1ccc(S(N)(=O)=O)cc1`?
OVCAR-3: 104.3; A498: 105.4; OVCAR-5: 107.8; ACHN: 103.5; RXF 393: 88.7; OVCAR-4: 104.5; OVCAR-8: 103.5; CAKI-1: 95.1

Results for Cn1c(=O)c2c(ncn2CC(O)CO)n(C)c1=O (stereo not drawn) ?
OVCAR-3: 112.3&117.5; A498: 125.6&93.4&112.0; OVCAR-5: 104.4&102.4&101.9; ACHN: 106.2&113.6&114.3; RXF 393: 122.9&111.7; OVCAR-4: 101.2&115.4&108.9; OVCAR-8: 104.8&108.5&104.6; CAKI-1: 98.4&104.9&100.8

Results for COc1ccccc1NCc1ccc(CO)n1Cc1ccccc1 ?
OVCAR-3: 113.4; A498: 139.3; OVCAR-5: 102.5; ACHN: 97.5; RXF 393: 103.7; OVCAR-4: 95.8; OVCAR-8: 102.3; CAKI-1: 79.4

What do the screens show for `COc1cc(/C=C2\C(=O)N(CCCOc3cc(O)c4c(=O)cc(-c5ccccc5)oc4c3)c3ccccc32)cc(OC)c1O`?
OVCAR-3: 44.5; A498: 91.7; OVCAR-5: 110.5; ACHN: 93.3; RXF 393: 91.6; OVCAR-4: 83.6; OVCAR-8: 84.7; CAKI-1: 85.2

What do the screens show for `CCOc1ccc(NC(=O)OCCN2CCN(CCc3ccccc3)C(C)C2)cc1` (stereo not drawn)?
OVCAR-3: 95.2; A498: 100.9; OVCAR-5: 100.6; ACHN: 102.7; RXF 393: 83.2; OVCAR-4: 98.9; OVCAR-8: 87.9; CAKI-1: 88.6

What do the screens show for `COc1ccc(-c2cc(-c3nnc(SCC(=O)Nc4ccc(C(C)=O)cc4)n3-c3ccccc3)c3ccccc3n2)cc1OC`?
OVCAR-3: 96.8; A498: 114.3; OVCAR-5: 105.7; ACHN: 107.7; RXF 393: 115.2; OVCAR-4: 106.3; OVCAR-8: 103.9

Results for N=c1ccn2c(n1)O[C@@H]1[C@@H](O)[C@H](CO)O[C@@H]12 ?
OVCAR-3: 87.5; A498: 99.3; OVCAR-5: 81.0; ACHN: 11.8; RXF 393: 96.4; OVCAR-4: 76.7; OVCAR-8: 25.7; CAKI-1: 55.3

Four compounds from above, ordered by heavy-atom count, descending:
Results for CCOC(=O)C1=C(C)NC(=O)NC1c1ccc(OCc2cn(-c3ccc(S(N)(=O)=O)cc3)nn2)cc1 (stereo not drawn) ?
OVCAR-3: 103.4; A498: 99.3; OVCAR-5: 105.6; ACHN: 109.2; RXF 393: 111.0; OVCAR-4: 112.9; OVCAR-8: 108.0; CAKI-1: 96.9

What do the screens show for `CCOc1ccc(NC(=O)OCCN2CCN(CCc3ccccc3)C(C)C2)cc1` (stereo not drawn)?
OVCAR-3: 95.2; A498: 100.9; OVCAR-5: 100.6; ACHN: 102.7; RXF 393: 83.2; OVCAR-4: 98.9; OVCAR-8: 87.9; CAKI-1: 88.6

Results for CN(C)c1ccc(/C=C2/C=C(c3ccc4c(c3)CCCC4)OC2=O)cc1 ?
OVCAR-3: 98.9; A498: 133.8; OVCAR-5: 97.0; ACHN: 98.5; RXF 393: 95.1; OVCAR-4: 97.3; OVCAR-8: 113.2; CAKI-1: 98.8

Results for N=c1ccn2c(n1)O[C@@H]1[C@@H](O)[C@H](CO)O[C@@H]12 ?
OVCAR-3: 87.5; A498: 99.3; OVCAR-5: 81.0; ACHN: 11.8; RXF 393: 96.4; OVCAR-4: 76.7; OVCAR-8: 25.7; CAKI-1: 55.3
